High-throughput results from PubChem BioAssay.
TLR9-MyD88 inh: TLR9-MyD88 interaction inhibition; Q9NR96+Q99836; CHO BLA complementation TLR9-MyD88, CCF4 FRET ratio; inhibition, % at 4.98 µM; 0.21% of 340,000 active;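 active = inhibition above the mean over all tested compounds plus 3 SD, cut at about 21% in these data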;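 note: 0% = DMSO only wells and 100% = clavulanate BLA inhibitor control wells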
NOD2 RIPK2 PPI: inhibitors of human NOD2-RIPK2 interaction; O43353; CHO BLA complementation NOD2-RIPK2, CCF4 ratio; inhibition, % at 4.98 µM; 0.38% of 360,000 active; in the data active = inhibition above about 21%;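 note: 0% = vehicle only and 100% = reference blocker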
Target sequence (O43353 whole entry, looked up): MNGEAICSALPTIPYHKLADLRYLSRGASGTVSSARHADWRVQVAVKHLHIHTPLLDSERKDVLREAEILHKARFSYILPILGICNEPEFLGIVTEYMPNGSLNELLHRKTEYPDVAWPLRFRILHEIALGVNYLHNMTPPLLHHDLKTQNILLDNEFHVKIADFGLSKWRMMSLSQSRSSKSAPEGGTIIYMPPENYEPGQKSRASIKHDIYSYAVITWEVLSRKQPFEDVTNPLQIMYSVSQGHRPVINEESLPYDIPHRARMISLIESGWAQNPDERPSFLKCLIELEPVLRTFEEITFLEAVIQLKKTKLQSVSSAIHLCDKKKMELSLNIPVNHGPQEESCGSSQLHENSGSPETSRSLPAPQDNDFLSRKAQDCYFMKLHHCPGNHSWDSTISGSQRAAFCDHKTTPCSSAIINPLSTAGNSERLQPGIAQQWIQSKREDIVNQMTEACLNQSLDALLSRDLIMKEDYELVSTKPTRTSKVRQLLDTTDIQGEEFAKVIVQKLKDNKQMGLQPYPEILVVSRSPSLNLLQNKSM
Vif inh: blocks HIV Vif function. inhibition, % at 7.49 µM. AID 602346. HEK293T cells, Vif self-association by quenched fluorescence, imaging, 24 h. 0.35% of 340,000 active; in the data active = inhibition above about 50%, passing the limit was not always enough; note: some results filed as inactive read as strong as hits
MC4R antagonist: human MC4R antagonism in cAMP assay; MC4R-expressing cells, MTII-stimulated cAMP, LANCE TR-FRET; 0.48% of 360,000 active; P32245; inhibition, % at 6.5 µM;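 active = inhibition above its plate's cutoff, the mean of tested wells on that plate plus 3 SD, cut at about 29% in these data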;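 note: 0% = Melanotan II alone and 100% = Melanotan II plus saturating MCL0020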
Target sequence (P32245 whole entry, looked up): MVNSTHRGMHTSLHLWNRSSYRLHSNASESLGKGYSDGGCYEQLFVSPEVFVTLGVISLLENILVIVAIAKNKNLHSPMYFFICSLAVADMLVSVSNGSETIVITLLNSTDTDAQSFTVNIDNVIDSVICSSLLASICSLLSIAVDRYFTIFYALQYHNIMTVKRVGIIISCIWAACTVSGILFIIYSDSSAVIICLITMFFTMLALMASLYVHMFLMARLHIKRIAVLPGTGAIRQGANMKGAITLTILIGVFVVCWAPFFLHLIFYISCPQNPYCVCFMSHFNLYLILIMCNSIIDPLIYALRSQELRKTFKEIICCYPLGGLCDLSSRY
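Test system: U2OS cells stably expressing human melanocortin 4 receptor (MC4R); also added: Melanotan II challenge; compound: 6.5 µM single dose; timing: 30-min compound preincubation, 1-h Melanotan II challenge, 1-h detection, room temperature; signal: Eu-cAMP/anti-cAMP TR-FRET, emission 671 nm; repeats: one well per compound, no replicates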
aDG glyco act: increases alpha dystroglycan glycosylation; 0.22% of 360,000 active; activation, % at 10 µM; Pro5-aDG cells, alpha-DG glycosylation AlphaScreen (IIH6); 0% Pro5, 100% B10-LARGE cell signal;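 active = activation of at least 8% versus controls, or a plate z-score of at least 8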;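 note: Pro5 are CHO cells carrying HIG-tagged alpha-DG that lacks glycosylation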
MC4R ag barr: agonists of human melanocortin 4 receptor (MC4R) beta-arrestin; P32245; U2OS MC4R beta-arrestin complementation, luminescence; percent of melanotan II response, DMSO zero; activation, % at 8.9 µM; 0.98% of 360,000 active;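 active = activation above a per-plate cutoff, the mean activation of sample wells on that plate plus 3 SD, cut at about 8% in these data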
Granule exo inh: lytic granule exocytosis inhibition; TALL-104 LAMP-1 surface exposure, flow cytometry; cells stimulated with thapsigargin and PMA; inhibition, % at 10 µM; 0.66% of 360,000 active; AID 651702;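 active = inhibition above about 55%, limit read from the data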
ABCB6 inh MLPCN: human ABCB6 transporter inhibition; Q9NP58; K562-ABCB6 porphyrin accumulation, flow cytometry, 1 h; active compounds read low; fluorescence ratio to DMSO, % at 10 µM; 0.19% of 360,000 active; AID 602162;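 active = fluorescence ratio to DMSO below 75%, the collection mean minus 3 SD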;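 note: signal is porphyrin accumulated inside mitochondria; 100% equals median channel fluorescence of DMSO control wells; lower ratio means ABCB6 inhibition with less porphyrin fluorescence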
ABHD5 PLIN5 PPI: inhibitors of human ABHD5-perilipin-5 interaction | Split G. princeps luciferase complementation, luminescence, 4 h | inhibition, % at 4 µM | 0.78% of 360,000 active | AID 602281;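 active = inhibition above the mean inhibition across every tested compound plus 3 SD, cut at about 22% in these data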;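 note: 0% = DMSO only wells and the 100% control is not disclosed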
Glyco luc inh: N-linked glycosylation inhibition | D54 ERlucT glycosylation luciferase reporter, 24 h; percent of 100 nM tunicamycin response | reporter increase, % at 12.5 µM | 0.23% of 360,000 active;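 active = mean luciferase reporter signal, scaled so untreated is 0 and the glycosylation-blocking control 100, at or above a set limit in every replicate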;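 note: luciferase carries N-glycosylation sites so blocking glycosylation raises the light; 0% = median of neutral control wells and 100% = median of 100 nM tunicamycin wells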
An asterisk follows results filed as active; / = no result given. Not all compounds are listed; the hit share may differ from the screen's.

Results follow in this order: TLR9-MyD88 inh	NOD2 RIPK2 PPI	Vif inh	MC4R antagonist	aDG glyco act	MC4R ag barr	Granule exo inh	ABCB6 inh MLPCN	ABHD5 PLIN5 PPI	Glyco luc inh
- CN(C)S(=O)(=O)c1ccc(C(=O)N2CCOCC2)cc1
 : -12	-6	-2	0	-0.1	1.4	0	100	1	0
- O=C(O)CCCC(=O)Nc1nc2n(n1)C(c1ccc(F)cc1)CC(c1ccc(Cl)cc1)N2 (configuration not stated)
 : 3	-7	-2	8	0.1	-1.0	-1	107	-16	2
- C/C=C(\CS(=O)(=O)c1ccccc1)S(=O)(=O)c1ccccc1
 : -2	4	5	-1	0.0	0.7	-2	94	0	5
- COc1ccc(-c2nc3cc(C)c(Br)c(C)n3c2CC(C)(C)C)cc1OC
 : /	-7	2	/	-0.3	/	1	97	-4	2
- O=[N+]([O-])c1cc(Cl)ccc1-c1nc(-c2ccccc2)no1
 : 12	15	-3	7	-0.3	-0.4	-2	100	-10	-9
- CCCNc1nc(C)cc(-c2cc(-c3ccccc3)on2)n1
 : 2	-1	12	4	0.0	0.2	-9	93	0	2
- CN(C)/C(CN1CCCCC1)=C1\N=C(c2ccccc2)OC1=O
 : 0	3	3	7	0.0	-1.1	-6	98	3	0
- CCc1ccccc1NC(=O)CSc1n[nH]c(C)c1[N+](=O)[O-]
 : -16	3	-13	8	-0.2	0.3	4	102	-1	2
- Cc1cnc(C(=O)OC(C(=O)Nc2cc(C(F)(F)F)ccc2Cl)c2ccccc2)cn1 (configuration not stated)
 : 7	-5	0	1	0.0	-1.3	-3	98	0	-6
- COc1ccccc1OCCNC(=O)c1ccco1
 : -15	-1	5	9	-0.3	-1.1	-12	103	-4	0
- CC(C)CNc1ncnc2[nH]ncc12
 : 9	-24	2	14	0.1	-1.3	-1	111	0	-3
- CC(=O)Nc1cccc(NC(=O)CSc2nc(=O)n3cccc(C)c3n2)c1
 : 12	-1	0	-2	-0.2	-1.4	-10	94	-1	5
- O=C(NC1(C(F)(F)F)NC(=O)N(c2ccc(F)c(Cl)c2)C1=O)c1ccncc1 (configuration not stated)
 : 0	0	5	15	-0.1	-0.1	-4	89	6	-2
- CC(C)(C)C(=O)Nc1ccc(S(=O)(=O)Nc2nccs2)cc1
 : -5	12	-12	7	-0.1	-3.0	-1	83	-2	1
- C[C@H]1CCC[C@]2(O[C@@H](CCO)C[C@H](O)[C@H]2O)O1
 : 3	1	8	0	-0.1	-0.7	-7	98	-7	0
- CCN(C[C@H]1N[C@@](CC)(C(=O)OC)[C@H]2C(=O)N(Cc3ccccc3)C(=O)[C@@H]12)S(=O)(=O)c1ccc(OC(F)(F)F)cc1
 : -4	-16	-6	9	0.2	1.6	7	89	-3	-5
- O=C(CSc1nnc(C2COc3ccccc3O2)o1)N1CCCc2ccccc21 (configuration not stated)
 : -5	1	35	15	-0.1	0.7	-3	105	-7	-1
- CN1C(=O)C(CC(=O)Nc2ccc3c(c2)Cc2ccccc2-3)N(C)C1=O (configuration not stated)
 : 4	4	4	2	-0.2	-1.8	0	99	5	2
- CCc1nc(NCC2CCCO2)c(C#N)c2c1COC(C)(C)C2 (configuration not stated)
 : 3	-11	/	3	0.0	-1.2	2	97	-3	2
- COc1cccc(-c2nc(CS(=O)(=O)CC(=O)N3CCN(C4CCCCC4)CC3)c(C)o2)c1
 : -12	4	-8	13	1.8	-0.1	1	94	-2	-2
- COc1ccc(/C=N/NC2=NS(=O)(=O)c3ccccc32)cc1
 : 2	5	13	11	0.0	1.1	-10	101	1	3
- O=C(O)C(F)(F)S(=O)(=O)O
 : 3	1	9	-4	0.0	-0.9	0	99	3	1
- Cc1sc(NC(=O)CN(Cc2ccc(F)cc2)C(=O)C(C)C)c(C(N)=O)c1C
 : -12	-3	-34	6	0.2	1.7	1	99	1	1
- CCOC(=O)CN(Cc1sccc1C)C(=O)Nc1cccc(OC)c1
 : -5	-6	6	3	-0.2	-2.6	14	103	-5	-1
- COc1ccc(S(=O)(=O)N(CC(=O)NC2CC3CCC2C3)c2ccccc2OC)cc1 (configuration not stated)
 : 3	8	1	15	-0.1	-0.2	26	93	3	-2
- CCOc1ccc(Nc2c3ccccc3nc3ccccc23)cc1
 : 3	-9	-7	-28	-0.2	1.5	38	96	8	64*
- CC(=O)c1cn(CC(=O)Nc2ccccc2Cl)c2ccccc12
 : -6	-16	-6	-3	0.5	-1.2	-9	96	1	1
- CCCc1[nH]nc2c1C(c1ccc(OC)c(Cn3nnc4ccccc43)c1)C(C#N)=C(N)O2 (configuration not stated)
 : 6	10	4	11	0.3	-1.3	-2	103	-3	-2
- Cc1ccccc1C(=O)N/N=C/c1cccc2ccccc12
 : -9	3	-10	21	0.1	2.4	-9	102	0	1
- O=C(c1ccc(N2C(=O)c3ccccc3C2=O)cc1)N1CCN(S(=O)(=O)c2ccccc2F)CC1
 : 0	-12	-7	-3	-0.3	-1.2	8	113	-3	-3
- COC(=O)C1CCN(C(=O)c2ccc3nccnc3c2)CC1
 : -7	6	-4	13	0.0	-1.8	0	98	-8	3
- CCOc1ccccc1NC(=O)c1oc2ccccc2c1NC(=O)C1CC1
 : 11	5	-13	6	0.2	-2.5	16	94	-1	-9
- CCCCc1c(O)nc(SCC(=O)N2CCOCC2)n(-c2ccccc2C)c1=O
 : -8	-7	2	4	-0.4	2.1	-1	100	-2	2
- Cc1nnc(N2CCOCC2)c2nn(-c3cccc(Cl)c3)c(C)c12
 : 6	-5	-8	-2	-0.1	3.6	-8	96	3	0
- O=C(COC(=O)c1ccc2c(c1)OCCO2)Nc1ccc(F)cc1
 : -20	-10	-1	9	0.4	0.4	0	101	5	2
- COc1ccc(N2C(=O)CC(Cc3ccc(Br)cc3)C2=O)cc1 (configuration not stated)
 : 1	2	-13	13	0.1	0.8	6	97	4	0
- O=C(NCc1ccco1)c1ccc(Cl)c(S(=O)(=O)N2CCCC2)c1
 : -6	3	3	0	-0.1	-1.9	0	97	6	-1
- COC(=O)N(C)c1nc2ccccc2s1
 : 0	6	-2	-1	-0.2	-1.3	1	100	-2	-1
- COc1ccc2nc(NC(=O)C3CC(=O)N(c4ccc5c(c4)OCCO5)C3)sc2c1 (configuration not stated)
 : -6	-1	/	12	-0.1	-1.6	3	92	10	-2
- Cc1cc(C(=O)OCC(=O)Nc2ccccc2Cl)c(C)o1
 : -1	0	-6	8	-0.1	-5.7	-4	102	-3	0
- CN(C)c1ccc(CN(C(=O)/C=C/c2ccccc2Cl)C2CCS(=O)(=O)C2)cc1 (configuration not stated)
 : /	-14	6	12	-0.2	-0.3	0	98	-5	-1
- CCN(C[C@H]1N[C@@](CC)(C(=O)OC)[C@H]2C(=O)N(C)C(=O)[C@@H]12)S(=O)(=O)c1ccc(OC(F)(F)F)cc1
 : 5	0	2	7	0.2	0.7	-2	104	4	1
- O=C1c2ccsc2SCCN1Cc1cccc(Cl)c1
 : 4	-4	7	8	0.1	1.3	-6	95	-3	-1
- O=C(NC(=S)Nc1ccc2ncccc2c1)c1ccccc1
 : -11	-1	-3	9	0.0	-2.0	-1	95	2	0
- Cc1ccc(-n2c(Cc3cccs3)nnc2SCC(=O)OC(C)C)cc1
 : -6	0	-1	5	0.2	-2.7	-2	104	-9	0
- O=C1NC(c2ccc(-c3ccccc3[N+](=O)[O-])o2)C(C(=O)c2ccc(Cl)cc2)C(O)(C(F)(F)F)N1 (configuration not stated)
 : 4	-1	-5	-1	-0.1	1.0	-4	92	10	0
- Cc1cc(C2CC(=O)Nc3ccccc3S2)c(C)s1 (configuration not stated)
 : 5	-5	-7	0	0.0	1.7	2	96	4	-3
- O=c1ccc(NS(=O)(=O)c2ccccc2Cl)cn1Cc1ccc(Cl)c(Cl)c1
 : -16	-13	0	10	-0.4	0.2	8	109	-8	0
- Nc1nc(SCC(=O)Nc2cc(-c3ccccc3)nn2-c2ccccc2)n[nH]1
 : -7	-10	-8	19	0.9	-0.4	3	93	7	1
- O=C1C2C3C=CC(C3)C2C(=O)N1c1ccc2c(c1)CCC2 (configuration not stated)
 : -12	-3	-3	12	-0.3	-1.8	2	101	2	1
- COc1ccc(-c2c(-c3cc(OC)cc(OC)c3)n(C)c3ccc(-c4ccc(N(C)C)nc4)cc23)cc1
 : -10	-7	-1	9	-0.8	-1.2	-4	87	-1	0
- CCOC(=O)[C@]12CCC=C1N(CCC1=CCCCC1)C(=O)[C@H](CC(=O)NCCCN1CCCC1=O)C2
 : /	1	/	/	-0.4	/	-3	103	-8	/
- Cc1ccc(NS(=O)(=O)c2cc3c(cc2C)NC(=O)CO3)cc1
 : 7	-1	0	9	-0.3	-2.0	-6	98	-3	1
- CCN(CC)S(=O)(=O)c1cc(NC(=O)CSc2nnc(-c3cccs3)o2)ccc1C
 : -2	-2	-1	3	0.0	0.4	-5	97	7	1
- O=C(CN1C(=O)NC2(CCCc3ccccc32)C1=O)N1CCN(c2cccc(C(F)(F)F)c2)CC1 (configuration not stated)
 : 12	-12	-8	9	0.7	1.2	7	79	0	-1
- CC(C)(C)NC(=O)C(c1ccncc1)N(Cc1ccc(F)cc1)C(=O)c1ccc(-c2ccccc2)[nH]1 (configuration not stated)
 : 0	4	7	12	0.8	-0.9	-1	101	6	1
- O=C(O)c1c(-c2ccc(Cl)cc2)cn2ccccc12
 : -5	-9	-3	3	2.3	-0.5	2	92	5	-2
- Cc1cccc(NC(=S)N(CCN(C)C)Cc2cc3cc(C)ccc3[nH]c2=O)c1
 : 7	2	-4	7	0.7	-1.0	6	99	2	-3
- CCC1(C2=CCCCC2)C(=O)NC(=O)N=C1N (configuration not stated)
 : 2	-8	14	-2	0.2	-1.4	-9	105	-4	-1
- Cc1ccc(C)c(NC(=S)N(Cc2ccc(Cl)cc2)Cc2ccc(C(=O)O)cc2)c1
 : -15	-16	6	10	1.8	3.4	7	98	14	-1

Going on with the list.
Results follow in this order: TLR9-MyD88 inh	NOD2 RIPK2 PPI	Vif inh	MC4R antagonist	aDG glyco act	MC4R ag barr	Granule exo inh	ABCB6 inh MLPCN	ABHD5 PLIN5 PPI	Glyco luc inh
- C[C@H](NC(=O)Cc1ccccc1)C(=O)N1CCC2(CC1)NCCc1[nH]cnc12
 : 3	-4	-3	6	-0.2	-0.8	-1	104	9	2
- CCOC(=O)C1(Cc2ccc(OC)cc2)CCN(C(=O)C2=CCCC2)CC1
 : -8	-5	-2	-3	0.6	0.2	-8	206	-7	-1
- Cc1cccc(-n2c(C)cc(/C=N/NC(=O)c3ccc(CN4CCOCC4)cc3)c2C)c1
 : -1	2	-12	-7	0.7	-1.3	0	95	-9	-4
- O=C(NC1CCCCC1)c1ccc(N2CCOCC2)c([N+](=O)[O-])c1
 : 1	-3	-2	4	-0.1	-1.8	-2	104	-9	1
- c1ccc(-c2cn3nc4c(nc3n2)CCCC4)cc1
 : 10	0	/	0	-0.1	-2.2	6	98	-13	-19
- NS(=O)(=O)c1ccc(NC(=O)CSc2nc3ccccc3[nH]2)cc1
 : -4	-8	-8	11	-0.2	-1.6	5	102	5	1
- Cc1ccccc1N1C(=O)c2ccccc2N2C(=O)c3ccccc3C12 (configuration not stated)
 : -3	-17	3	-4	0.5	-0.7	-1	92	-4	2
- O=C(NC1CCN(C(=S)Nc2ccccc2)CC1)C1CCCCC1
 : 0	5	4	4	-0.1	-0.2	0	100	-2	-1
